PTHR1 agonist: activates the human parathyroid hormone receptor PTHR1. 410,000 compounds, 0.075% hits. Q03431. HEK293 GP2 PTHR1 cells, GloSensor cAMP luminescence, 1 h. Potency, µM (series often up to 115 µM), inactives show at the top dose activation, hits mostly activators; further: potency means the concentration at half of the fitted maximal effect; nearly all actives have a fitted effect of over 55% in size; some results filed as inactive show a strong effect at the top dose; inactives centre near -15; many of its hits are not listed in these tables
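HEK-293-derived GP2 cells expressing PTHR1 and a GloSensor cAMP reporter, 3,000/well, plated overnight, given luciferin plus IBMX (each 0.5 mM as added) for 1 h at 37 °C, then compound for 1 h at 37 °C. Luminescence was read after 15 min at room temperature.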
TDP-43 yeast inh: inhibitors of TDP-43 toxicity in yeast; TDP-43 expressing yeast growth rescue, BacTiter-Glo, 24 h; Potency, µM (series often up to 46.1 µM), for inactives: at the highest dose growth rescue (activation), actives largely listed as activators; 410,000 compounds, 1.8% hits; further: potency means the concentration at half of the fitted maximal effect; % of control where 0% means no effect; nearly all actives have a fitted effect of over 50% in size
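Cell-based yeast growth screen: TDP-43 expression induced in galactose, inoculum OD600=0.02 after raffinose pregrowth to mid-log. Read-out BacTiter-Glo luminescence at 24 hr, 30 deg C; inhibition of toxicity seen as signal increase.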
DRD3 antagonist: antagonists of human D3 dopamine receptor; 360,000 compounds, 2.5% hits; D3R cells, DiscoveRx beta-arrestin luminescence, antagonist mode; hits give low values; AID 652054; P35462; max response, negative = inhibition, %; in the data active means max response below about -50%; inconclusive means no clear call, values can overlap the other calls; further: on the % scale 0 is the no-effect control and ±100 the full control effect; mostly tested at two doses, the higher about 12 µM
Target sequence (P35462 whole entry, looked up): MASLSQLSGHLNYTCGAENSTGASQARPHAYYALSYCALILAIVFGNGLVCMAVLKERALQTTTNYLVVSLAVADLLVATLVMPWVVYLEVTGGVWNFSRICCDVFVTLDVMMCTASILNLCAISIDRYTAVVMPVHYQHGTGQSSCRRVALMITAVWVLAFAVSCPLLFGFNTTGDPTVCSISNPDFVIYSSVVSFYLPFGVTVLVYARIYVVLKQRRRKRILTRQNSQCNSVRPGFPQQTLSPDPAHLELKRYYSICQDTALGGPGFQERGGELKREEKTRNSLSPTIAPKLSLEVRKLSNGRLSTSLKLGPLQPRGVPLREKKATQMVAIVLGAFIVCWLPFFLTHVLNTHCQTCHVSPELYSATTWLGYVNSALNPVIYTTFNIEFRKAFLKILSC
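Cells plated overnight at 1500 cells/well, then exposed to library compounds with dopamine controls for 90 minutes at 37 degrees C. DiscoveRx reagent added for 30–60 minutes at room temperature; luminescence read, quantitative HTS format.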
Abeta yeast res: A-beta toxicity reversal in yeast; yeast expressing A-beta42, growth rescue, OD600, 48 h; response scale: 0% DMSO, 100% iron-clioquinol control; Potency, µM (top dose mostly 46.1 µM), without a hit: at the top dose growth rescue, most hits filed as activators; 410,000 compounds, 0.063% hits; AID 1347071; further: potency means the concentration at half of the fitted maximal effect; nearly all actives have a fitted effect of over 55% in size
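Yeast A-beta toxicity model in growth medium with pinned compounds, 48 h at 30 C; growth read as absorbance at 600 nm. Normalized to FeCl3/clioquinol equimolar mix (positive) and DMSO (negative).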
pAkt inh: inhibitors of Akt phosphorylation; Neuro2A IGF-stimulated pAkt S473 HTRF, 20 min; hits give low values; 360,000 compounds, 0.32% hits; AID 651550; activity change, % for hits at 50 µM; in the data active means activity change below about -80%; inconclusive means mostly about -51% to -80%; further: on the % scale 0 is the no-effect control and ±100 the full control effect
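Single-point screen (50 µM final compound) in Neuro2A cells stimulated 20 min with 6 nM IGF at 37 deg C. After lysis, Ser473-phosphorylated Akt read by HTRF (ex 330 nm, em 615/665 nm) as the 665/615 ratio.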
GLP-1R inv ag: inverse agonists of human GLP-1 receptor | P43220 | HEK293 GLP-1R CRE-luciferase, luminescence, 24 h; GLP-1R form is constitutively active | Potency, µM (top dose mostly 38.3 µM), for inactives: at the top dose activity change, negative = inhibition, hits mostly inhibitors | 410,000 compounds, 1.6% hits; further: potency means the concentration at half of the fitted maximal effect; on the % scale 0 is the no-effect control and ±100 the full control effect; nearly all actives have a fitted effect of over 55% in size
Target sequence (P43220 whole entry, looked up): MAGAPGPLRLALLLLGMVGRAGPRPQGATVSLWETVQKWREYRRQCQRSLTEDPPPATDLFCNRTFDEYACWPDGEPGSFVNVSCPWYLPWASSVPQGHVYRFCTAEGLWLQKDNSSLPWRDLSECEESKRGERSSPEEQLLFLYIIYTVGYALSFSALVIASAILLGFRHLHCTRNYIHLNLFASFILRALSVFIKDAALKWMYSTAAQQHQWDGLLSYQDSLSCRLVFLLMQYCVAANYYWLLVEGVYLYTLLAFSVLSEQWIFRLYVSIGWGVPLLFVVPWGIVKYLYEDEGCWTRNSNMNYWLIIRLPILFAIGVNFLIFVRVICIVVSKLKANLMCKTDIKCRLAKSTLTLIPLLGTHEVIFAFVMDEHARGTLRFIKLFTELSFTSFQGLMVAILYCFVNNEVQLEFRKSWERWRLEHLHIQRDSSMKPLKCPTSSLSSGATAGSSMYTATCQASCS
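Assay principle: reduced luminescence from a cAMP-responsive reporter in HEK293 cells co-expressing a constitutively active GLP-1R. Conditions: 24 hr compound incubation, 37 deg C, 5% CO2.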
FUS suppressor: FUS proteinopathy suppression in yeast | S. cerevisiae FUS-expressing, growth rescue, OD600, 24 h | Potency, µM (series often up to 76.6 µM), for inactives: at the highest dose growth rescue (activation), hits mostly activators | 390,000 compounds, 0.24% hits;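 further: potency means the concentration at half of the fitted maximal effect; plate controls were DMSO vehicle for no effect and reference control for full effect; nearly all actives have a fitted effect of over 55% in size; some results filed as inactive show a strong effect at the top dose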
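Cultures pregrown in 2.5% raffinose medium are shifted to minimal medium containing 2% galactose to express toxic FUS. Compounds are tested at several concentrations. After 24hr at 30C, growth is quantified at 600 nm absorbance.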
aSyn rescue: alpha-synuclein toxicity inhibition in yeast; Yeast expressing alpha-synuclein, growth rescue, BacTiter-Glo, 24 h; Potency, µM (highest dose often 46.1 µM), inactives show at the highest dose growth rescue (activation), hits mostly activators; 370,000 compounds, 0.14% hits; AID 652106; further: potency means the concentration at half of the fitted maximal effect; % of control where 0% means no effect; nearly all actives have a fitted effect of over 65% in size
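Galactose-induced alpha-syn yeast (OD600=0.02, raffinose-pregrown) + pinned cpd, 24 hr, 30 deg C; growth by BacTiter-Glo luminescence. Growth restoration scores as activation.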
GLP1R ag: GLP-1 receptor (human) agonism | P43220 | HEK293 GLP-1R CRE-luciferase, luminescence, 4-6 h; cells express a hypersensitive GLP-1R form | Potency, µM (doses to about 45.6 µM), inactives show top-dose activation, actives largely listed as activators | 380,000 compounds, 0.007% hits | AID 624172; further: potency means the concentration at half of the fitted maximal effect; % of control where 0% means no effect
The depositor's hits bear a star; i = inactive; ? = inconclusive; · = no result given; [ ] = dose if it differs, or a comment. Unless noted, the call rests on the fitted dose curve; in most records, active means well fitted curve in the direction sought with a large enough effect; inconclusive means small, poorly fitted or top-dose-only effect, or another doubt; inactive means no such curve, though single readings can be large; an effect the other way counts as inactive or inconclusive. Not all compounds are listed (hit frequency here may not be typical).

entry | mol | PTHR1 agonist | TDP-43 yeast inh | DRD3 antagonist | Abeta yeast res | pAkt inh
1 | O=C(Nc1cccn(Cc2c(Cl)cccc2Cl)c1=O)c1ccccc1Cl | -15%[57.5 µM] | 4µM* | 6 | -27% | i
2 | NC(=O)c1cc(N)ccc1N1CCCC1 | 2% | -23% | -16 | -23% | i
3 | CCc1ccccc1N1C(=O)C(Cl)=C(N2CCOCC2)C1=O | i | 6% | -13 | -8% | i
4 | O=c1cc(NCc2ccccc2)[nH]c(=O)[nH]1 | i | 9% | -4 | -11% | i
5 | COc1cc(/C=C/C(=O)O)ccc1O | -34%[inhibitor] | 2% | 13 | 20% | i
6 | O=C(COc1ccc(S(=O)(=O)N2CCCCC2)cc1)NCC1CCCO1 (stereo not given) | -13% | -1% | -8 | -10% | i
7 | CCN(CC)Cc1c(-c2ccccc2)[nH]c2ccc(C)cc2c1=O | -4%[57.5 µM] | 2% | -20 | -12% | i
8 | COc1ccc(NC(=O)c2ccc(NCCCN3CCOCC3)c([N+](=O)[O-])c2)cc1 | -11% | 9% | ? | -3% | i

entry | GLP-1R inv ag | FUS suppressor | aSyn rescue | GLP1R ag
1 | 0% | 27% | -11% | 19%
2 | 1% | ? | -9% | -7%
3 | -1% | -15% | 4% | 2%
4 | 21% | -13% | 3% | -1%
5 | 17% | -16% | -14% | 0%
6 | 2% | 6% | -5% | 8%
7 | 19% | 23% | 1% | -5%
8 | -2% | · | -13% | 17%

Next section:
entry | mol | PTHR1 agonist | TDP-43 yeast inh | DRD3 antagonist | Abeta yeast res | pAkt inh
9 | CCC(C)C(=O)Nc1ccccc1N1CCN(c2ccc(F)cc2)CC1 (stereo not given) | -31%[inhibitor] | 25µM* | 6 | -2% | i
10 | COc1ccc2nc(-c3ccc(F)cc3)sc2c1 | i | · | · | 0% | ·
11 | Cc1cccc(COC[C@H](Cc2ccccc2)N2CCN(C(=O)c3ccc(Cl)c(Cl)c3)CCC2=O)c1 | -14% | 14% | 17 | 0% | i
12 | C/C(CC(=O)Nc1ccc(F)cc1)=N\NC(=O)COc1ccccc1 | i | 14% | -3 | 6% | i
13 | COc1ccc(OC)c(NC(=O)C2CCN(S(=O)(=O)c3ccc(C)cc3)CC2)c1 | i | ? | · | 13% | ·
14 | Nc1nccc(N2CCCCC2)n1 | i | 14% | -6 | -5% | i
15 | C=CCSc1nc(-c2ccc(OC)cc2)c(C#N)c(=O)n1CC=C | -24% | ? | 3 | -1% | i
16 | CN(c1ccc(C(=O)NCc2ccncc2)cc1)S(=O)(=O)c1ccc(Cl)cc1 | -1% | -4% | -3 | -12% | i

entry | GLP-1R inv ag | FUS suppressor | aSyn rescue | GLP1R ag
9 | ? | 24% | 5% | -1%
10 | · | -36% | · | -9%
11 | ? | ? | ? | 5%
12 | -6% | · | -2% | 0%
13 | 10% | -6% | · | ·
14 | 2% | -23% | -4% | -2%
15 | ? | 20% | 26% | 19%
16 | ? | ? | 4% | -4%

New compounds follow.
entry | mol | PTHR1 agonist | TDP-43 yeast inh | DRD3 antagonist | Abeta yeast res | pAkt inh
17 | Cc1c(Cl)cccc1NC(=O)CNC(=O)c1cn(-c2ccccc2)nc1-c1cccnc1 | -13% | 9% | 0 | -3% | i
18 | CCOC(=O)c1oc2ccccc2c1COC(=O)CNC(=O)c1ccccc1 | i | 11% | -18 | 3% | i
19 | O=C(c1ccccc1Cl)N(Cc1ccco1)Cc1ccco1 | 5% | -5% | · | -9% | ·
20 | CC(C)C[C@@H](CNCC(=O)[C@H](Cc1c[nH]c2ccccc12)NC(=O)c1[nH]cnc1C(=O)N[C@@H](C)CN)NC(=O)c1nc[nH]c1C(=O)N[C@@H](CC(=O)O)C(=O)O | i | 7% | -14 | 0% | i
21 | COc1cc(/C=C/C(=O)O[C@H]2[C@H](O[C@@H]3O[C@@H](C)[C@H](O)[C@@H](O)[C@H]3O)[C@@H](O)[C@H](OCCc3ccc(O)c(OC)c3)O[C@@H]2CO)ccc1O | -11% | 5% | -10 | -13% | i
22 | CCOc1ccc(NC(=O)c2ccc(NC(=O)C3CCCO3)cc2)cc1 (stereo not given) | -9% | 15% | -13 | 3% | i
23 | Cc1c(NC(=O)Nc2cccc(C(F)(F)F)c2)c(=O)n(-c2ccccc2)n1C | i | -14% | 9 | 12% | i
24 | CCN(CC)S(=O)(=O)c1ccc(-c2nnc(SCC(=O)Nc3nnc(C)s3)n2CC)cc1 | ? | -10% | 15 | 14% | -112%*

entry | GLP-1R inv ag | FUS suppressor | aSyn rescue | GLP1R ag
17 | -22% | 37% | 2% | -1%
18 | 3% | 24% | -6% | -6%
19 | -16% | 26% | · | ·
20 | 11% | ? | 0% | 0%
21 | 4% | -3% | -6% | 7%
22 | 2% | 14% | -4% | 2%
23 | -15% | · | 3% | 1%
24 | 11% | 4% | 5% | 17%

Next part.
entry | mol | PTHR1 agonist | TDP-43 yeast inh | DRD3 antagonist | Abeta yeast res | pAkt inh
25 | Cc1cccc(N2CCN(C(=O)N3CCCCC3)CC2)c1C | 0% | ? | 9 | -9% | i
26 | COc1ccccc1NC(=O)CS(=O)(=O)c1cn(CC(=O)N(C(C)C)C(C)C)c2ccccc12 | -7% | 2% | -7 | -7% | i
27 | COc1cc(-c2c(C(=O)c3ccccc3)[nH]c(N)c2C(N)=O)ccc1F | -3% | 12% | 21 | -7% | i
28 | O=C(CCN1CCCCC1=O)NC1CCCc2c1cnn2-c1ccccc1F (stereo not given) | -13% | 4% | 6 | 2% | i
29 | CCOc1ccc(N(CC)C(=O)C2CCN(S(=O)(=O)c3cccc4nonc34)CC2)cc1 | i | 10% | · | -7% | ·
30 | Cc1[nH]c2ccccc2c1C(=O)/C=C/c1ccccc1 | -18% | -3% | 14 | -9% | i
31 | Cc1cccn2c(=O)c3cc(C(=O)NC(C)C)c(=N)n(Cc4ccncc4)c3nc12 | -20% | 5% | -13 | -14% | i
32 | CCOC(=O)c1cnc2c(Cl)cccc2c1NCCN(C)C | -15% | -2% | -19 | 8% | i

entry | GLP-1R inv ag | FUS suppressor | aSyn rescue | GLP1R ag
25 | ? | 16% | 12% | 11%
26 | -29% | ? | 6% | -7%
27 | 16% | 4% | -2% | 7%
28 | 7% | -16% | 3% | -1%
29 | 10% | -40% | · | 1%
30 | ? | -12% | -10% | 0%
31 | 0% | · | 2% | 0%
32 | -2% | 3% | 2% | 14%

Remaining list, next part.
entry | mol | PTHR1 agonist | TDP-43 yeast inh | DRD3 antagonist | Abeta yeast res | pAkt inh
33 | CCOC(=O)c1nn(-c2ccc(F)cc2)c(=O)c2c(N)scc12 | -19% | 8% | -6 | 2% | i
34 | COc1cc(/C=C/C(=O)O)ccc1OCc1cnc(Cl)s1 | -19% | 12% | -15 | -8% | i
35 | COc1ccc(Cn2nnnc2C(c2ccccn2)N2CCN(c3cc(Cl)ccc3C)CC2)cc1 (stereo not given) | 2%[57.5 µM] | -2% | -24 | 2% | i
36 | Cc1sc(NC(=O)c2ccc(Br)s2)c(C(N)=O)c1C | -30%[inhibitor][57.5 µM] | -3% | ? | 3% | i
37 | COc1cccc(Nc2ncc(C#N)c(N)n2)c1 | i | -11%[1.82 µM] | 15 | -6% | i
38 | CCC(Oc1ccc(F)cc1)C(=O)Nc1cc(-c2ccc(C)cc2)no1 (stereo not given) | -12% | 13% | · | 28% | ·
39 | CCCn1c(C2CC(=O)N(c3cc(OC)ccc3OC)C2)nc2ccccc21 (stereo not given) | -17% | -24% | 0 | -11% | i
40 | Cc1cc(N2CCN(c3ccc(F)cc3)CC2)nc2cc(O)ccc12 | -41%[inhibitor] | 18% | 0 | 3% | i

entry | GLP-1R inv ag | FUS suppressor | aSyn rescue | GLP1R ag
33 | 47%[activator] | 14% | 4% | 9%
34 | 10% | -3% | -1% | 5%
35 | ? | 35% | -2% | 3%
36 | 5% | -1% | -1% | -3%
37 | 17% | 7% | 9% | 12%
38 | ? | 24% | · | ·
39 | 1% | -12% | 1% | 3%
40 | ? | -9% | 2% | 5%

The list goes on:
entry | mol | PTHR1 agonist | TDP-43 yeast inh | DRD3 antagonist | Abeta yeast res | pAkt inh
41 | O=C(Nc1ccccc1)c1ccc2c(c1)OCCCO2 | -39%[inhibitor] | 19% | -2 | -18% | i
42 | Cc1cc(C(=O)NNC(=O)c2ccc(C)s2)c(C)o1 | i | -5% | -1 | -2% | i
43 | Cc1ccc(NC(=O)Cn2nnc(-c3ccccc3NC(=O)c3cccs3)n2)cc1 | i | -12% | -2 | 5% | i
44 | CCN(CC)CCOC(=O)/C=C/c1ccccc1OC | -3% | 0% | 24 | -7% | i

entry | GLP-1R inv ag | FUS suppressor | aSyn rescue | GLP1R ag
41 | ? | 2% | -5% | -1%
42 | 29% | 1% | -2% | 6%
43 | ? | 20% | ? | -1%
44 | -19% | · | 1% | -12%

Results in DRD3 antagonist, Abeta yeast res and FUS suppressor, for four of the compounds above:
entry	Structure	DRD3 antagonist	Abeta yeast res	FUS suppressor
44	CCN(CC)CCOC(=O)/C=C/c1ccccc1OC	24	-7%	·
43	Cc1ccc(NC(=O)Cn2nnc(-c3ccccc3NC(=O)c3cccs3)n2)cc1	-2	5%	20%
42	Cc1cc(C(=O)NNC(=O)c2ccc(C)s2)c(C)o1	-1	-2%	1%
41	O=C(Nc1ccccc1)c1ccc2c(c1)OCCCO2	-2	-18%	2%

Screens from PubChem.
